From PubChem
D1 ag: Allosteric Agonists of the Human D1 Dopamine Receptor: qHTS | D(1A) dopamine receptor (Homo sapiens), P21728 | HEK293 T-REx D1 cells, calcium flux, agonist mode | activation, % at 2 µM | 360,000 tested, 1% active; in the data active = activation above about 30%; also: 0% is about no effect
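Inducible HEK293 T-REx D1 cells, force-coupled to calcium signalling, were plated at 4000 cells/well with tetracycline and held overnight at 30 C. After no-wash calcium dye loading, compound-evoked calcium rise over 180 s flagged agonists.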
D2 PAM: HTS Assay for Positive Allosteric Modulators of the Human D2 Dopamine Receptor: Primary Screen for Potentiators; D(2) dopamine receptor (Homo sapiens), P14416; HEK293 T-REx D2, calcium flux, EC20 dopamine potentiation; 340,000 tested, 0.34% active; potentiation, % at 10 µM;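 active = potentiation over 3 SD above the plate norm, cut at about 30% in these data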; also: 0% is about no effect
Target sequence (P14416 whole entry, looked up): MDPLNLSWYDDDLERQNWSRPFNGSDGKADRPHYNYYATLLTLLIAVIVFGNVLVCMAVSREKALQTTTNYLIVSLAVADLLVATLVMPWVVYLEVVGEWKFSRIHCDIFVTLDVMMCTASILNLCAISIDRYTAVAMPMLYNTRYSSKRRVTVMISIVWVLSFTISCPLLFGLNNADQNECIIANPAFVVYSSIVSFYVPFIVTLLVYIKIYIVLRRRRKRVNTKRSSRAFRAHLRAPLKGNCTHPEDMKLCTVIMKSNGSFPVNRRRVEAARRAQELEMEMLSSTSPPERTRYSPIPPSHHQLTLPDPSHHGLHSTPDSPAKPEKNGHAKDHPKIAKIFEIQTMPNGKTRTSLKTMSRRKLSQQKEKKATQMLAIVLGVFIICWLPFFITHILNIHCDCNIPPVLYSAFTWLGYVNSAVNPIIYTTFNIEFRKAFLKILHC
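Calcium flux readout, no-wash dye, 1 read/s. Inducible HEK293 Trex D2 line, overnight 30 C. Compound alone 180 s (agonist flags), then EC20 dopamine, another 180 s to score potentiation.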
D1 antagonist: Antagonist of Human D 1 Dopamine Receptor: qHTS; activity change, negative = inhibition, % at 10 µM; AID 504652, 2011; 360,000 tested, 3.2% active; D(1A) dopamine receptor (Homo sapiens), P21728; HEK293 TREx D1 cells, calcium flux, dopamine EC80; active compounds read low; in the data active = activity change below about -30%; also: % is scaled to controls: 0 for no effect and ±100 for the full control effect
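Calcium flux readout: force-coupled, inducible Hek293 Trex D1 line, cells induced overnight at 30 C with tetracycline, dye-loaded 30–90 min at RT. Antagonism scored against EC80 dopamine challenge given 180 s after compound.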
Vif-A3F inh: qHTS for Inhibitors of Vif-A3F Interactions: qHTS; HeLa A3F-eYFP + Vif (tagged APOBEC3F with the HIV-1 protein that degrades it), YFP fluorescence increase; Potency, µM (doses to about 46.1 µM), inactives show top-dose activity, negative = active; 390,000 tested, 0.2% active; also: potency is read from the fitted curve at half-maximal effect; % of control where 0% means no effect; nearly all actives have a fitted effect of over 65% in size
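Fluorescence increase (Ex 488/Em 500-530) after overnight compound treatment at 37 deg C flags inhibition of Vif-driven A3F-eYFP loss in stable HeLa A3F-eYFP/Vif cells seeded overnight beforehand.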
D1 potentiator: Potentiators of Human D1 Dopamine Receptor: qHTS; D(1A) dopamine receptor (Homo sapiens), P21728; HEK293 TREx D1 cells, calcium flux, dopamine EC20 potentiation; potentiation, % at 10 µM; 360,000 tested, 0.036% active; AID 504651, 2011; in the data active = potentiation above about 30%; also: 0% is about no effect
Glioma ERSR ind: qHTS for Inducers of the Endoplasmic Reticulum Stress Response (ERSR) in Human Glioma: qHTS | U87-MG GRP78 promoter luciferase reporter, 16 h | Potency, µM, for inactives: top-dose activation, usual class: activators | 420,000 tested, 0.02% active | AID 602332, 2012; also: potency is read from the fitted curve at half-maximal effect; series mostly up to about 76 µM; % of control where 0% means no effect; nearly all actives have a fitted effect of over 35% in size
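Stably transfected U87-MG glioma cells carrying a GRP78-based luciferase sensor; 16 h compound incubation. Luminescence end-point read 10 min after Bright-Glo addition at room temperature.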
Vif-A3G inh: qHTS for Inhibitors of Vif-A3G Interactions: qHTS | DNA dC->dU-editing enzyme APOBEC-3G (Homo sapiens), Q9HC16 | HeLa A3G-eYFP + Vif (tagged APOBEC3G with the HIV-1 protein that degrades it), YFP fluorescence, overnight | Potency, µM (top dose mostly 46.1 µM), without a hit: top-dose activity, negative = active, most hits filed as inhibitors | 410,000 tested, 0.076% active | AID 602310, 2012;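 also: potency is read from the fitted curve at half-maximal effect; % is scaled to controls: 0 for no effect and ±100 for the full control effect; nearly all actives have a fitted effect of over 60% in size; hits raise eYFP signal because A3G escapes Vif-driven loss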
Target sequence (Q9HC16 whole entry, looked up): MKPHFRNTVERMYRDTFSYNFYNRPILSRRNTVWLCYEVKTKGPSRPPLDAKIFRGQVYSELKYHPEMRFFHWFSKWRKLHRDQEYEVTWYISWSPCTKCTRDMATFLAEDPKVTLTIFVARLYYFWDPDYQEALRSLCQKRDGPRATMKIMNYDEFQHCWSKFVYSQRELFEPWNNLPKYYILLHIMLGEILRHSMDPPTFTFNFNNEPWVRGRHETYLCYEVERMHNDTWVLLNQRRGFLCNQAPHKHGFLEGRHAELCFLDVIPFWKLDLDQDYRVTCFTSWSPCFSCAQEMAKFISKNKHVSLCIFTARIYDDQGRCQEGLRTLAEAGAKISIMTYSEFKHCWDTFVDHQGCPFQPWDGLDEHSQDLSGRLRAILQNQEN
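HeLa cells stably expressing Vif and C-terminally eYFP-tagged A3G, seeded overnight at 37 deg C, then exposed to compound by pintool overnight at 37 deg C. Rise in yellow fluorescence (Ex 488/Em 500-530, Acumen) marks blocked Vif-driven A3G degradation.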
LDHA inh: qHTS assay for inhibitors of human lactate dehydrogenase; activity change, % (values are at about 110 or 230 µM); purified LDHA, NADH/diaphorase-resazurin fluorescence; active compounds read low; L-lactate dehydrogenase A chain (Homo sapiens), P00338; 480,000 tested, 0.15% active; in the data active = activity change below about -30%; inconclusive = mostly about -25% to -30%;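 also: plate controls were DMSO wells for no effect and wells without enzyme for full effect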
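Human LDH5 (2 nM) was incubated with 0.06 mM NADH and 0.2 mM pyruvate for 5 min at room temperature in Tris pH 7.4. Remaining NADH was coupled through diaphorase/resazurin, and resorufin fluorescence was read at 0 and 20 min.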
RXFP1 agonist: qHTS Assay for Agonists of the Relaxin Receptor RXFP1 | 370,000 tested, 0.3% active | Relaxin receptor 1 (Homo sapiens), Q9HBX9 | HEK293T-RXFP1 cAMP TR-FRET, 30 min; response scale: percent of porcine relaxin response, buffer zero | Potency, µM (highest dose often 57.5 µM), for inactives: at the top dose activation, actives largely listed as activators; also: potency is read from the fitted curve at half-maximal effect; % is scaled to controls: 0 for no effect and ±100 for the full control effect; nearly all actives have a fitted effect of over 60% in size; many of its hits are not listed in these tables
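cAMP rise read by TR-FRET after 30 min, 37C compound exposure (up to 58 uM) in RXFP1-transfected HEK293 cells with Ro 20174 present. EC50 from Hill-equation fits, with 29 nM porcine relaxin as 100% and buffer as basal.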
* = called active by the depositor; u = inconclusive; x = no result given. Unless noted, calls follow the shape of the dose curve; as a rule, active = well fitted curve in the direction sought with a large enough effect; inconclusive = small, poorly fitted or top-dose-only effect, or another doubt; inactive = no such curve, though single readings can be large; an effect the other way counts as inactive or inconclusive. Not all compounds are listed; count on the stated rates, not on these rows.

no.	Molecule	D1 ag	D2 PAM	D1 antagonist	Vif-A3F inh	D1 potentiator
1	C/C(=N\N(C)C)c1ccc(OCCOc2ccc([N+](=O)[O-])cc2)cc1	8	x	-17	-19%	-7
2	CCOc1ccc(-c2nnc(SCC(=O)Nc3cc(C)ccc3OC)o2)cc1	4	10	-1	-1%	-2
3	COc1ccc(S(=O)(=O)N2CCCC2C(=O)Nc2nccs2)cc1 (configuration not stated)	2	2	-2	6%	-3
4	Clc1ccc(OCc2nnc3n2CCCCC3)c(Cl)c1	11	1	-10	4%	0
5	COc1ccc(CCN=CC2=C(O)CC(C)(C)CC2=O)cc1	0	3	14	-4%	-2
6	CCCN(CC(=O)Nc1ccccc1OC)C(=O)c1ccc(=O)[nH]c1	3	x	8	-9%	-1
7	Nc1nccnc1C(=O)OCC(=O)C12CC3CC(CC(C3)C1)C2	1	-13	10	-3%	2
8	CCOC(=O)c1c(NC(=O)COC(=O)c2ccccn2)sc2c1CCC2	0	2	2	-5%	4

no.	Glioma ERSR ind	Vif-A3G inh	LDHA inh	RXFP1 agonist
1	12%	-7%	-3	1.6%
2	-2%	0%	-2	u
3	0%	1%	1	-0.7%
4	0%	4%	-13	-6.4%
5	-1%	0%	-6	0.9%
6	-4%	-1%	-13	3.7%
7	0%	0%	-4	0.9%
8	-5%	-9%	-3	4.0%

no.	Molecule	D1 ag	D2 PAM	D1 antagonist	Vif-A3F inh	D1 potentiator
9	COC(=O)C1=C(C)N(c2ccc(F)cc2)/C(=C/c2ccc(O)cc2)C1=O	1	9	11	u	-1
10	CCOC(=O)C1=CN(Cc2ccco2)S(=O)(=O)N(C)C1c1ccc(C(F)(F)F)cc1 (configuration not stated)	x	x	x	-4%	x
11	COc1cccc(-c2cc(C(=O)N3CCOCC3)no2)c1	3	-3	12	-18%	2
12	CCOC(=O)NC(CC(=O)O)c1ccc(OC)cc1 (configuration not stated)	2	-3	-3	-4%	-2
13	COc1ccc(NC(=O)CN(C)C(=O)c2cccc(S(=O)(=O)Nc3ccc(OC)cc3)c2)cc1	0	-9	2	-4%	-10
14	CC(=O)c1ccc(NC(=O)CSc2nc(Nc3ccccc3)nc(N3CCOCC3)n2)cc1	2	x	-7	3%	-3
15	COc1ccc(NC(=O)C2(N(C(=O)Cn3nnnc3N)c3ccc(OC)cc3)CCCCC2)cc1	2	3	12	4%	-1
16	Cc1ccc(N=Nc2c(O)c3ccccc3[nH]c2=O)c(S(=O)(=O)N(C)C)c1	5	7	-2	x	-2

no.	Glioma ERSR ind	Vif-A3G inh	LDHA inh	RXFP1 agonist
9	1%	4%	2	-0.6%
10	-2%	-2%	0	x
11	-11%	-7%	-3	-0.5%
12	-3%	1%	-10	1.4%
13	-4%	-1%	-6	-0.7%
14	-4%	-5%	-5	5.1%
15	-3%	2%	1	-3.0%
16	x	x	x	0.0%

no.	Molecule	D1 ag	D2 PAM	D1 antagonist	Vif-A3F inh	D1 potentiator
17	CCCCC1CCC(C(=O)N2CC(=O)Nc3ccc(F)cc3C2c2ccc(F)cc2)CC1 (configuration not stated)	5	5	15	-7%	0
18	NC(=O)C1(N2CCCCC2)CCN(S(=O)(=O)c2ccccc2)CC1	x	x	x	5%	x
19	CN(Cc1ccccc1)C(=O)c1cccc(NC(=O)Cc2cccc(NC(=O)C3CCN(C(=O)C4CC4)CC3)c2)c1	x	x	x	7%	x
20	COc1ccc(OC)c(NC(=O)CCC(=O)Nc2nnc(C(C)C)s2)c1	0	-20	-5	7%	1
21	CC1Cc2ccccc2N1C(=O)CSc1nnc(-c2ccccc2)c(-c2ccccc2)n1 (configuration not stated)	0	7	-3	-6%	5
22	O=C(NCc1cccc(Br)c1)c1cc(-c2ccccc2)nn1CC1CC(c2cccc([N+](=O)[O-])c2)=NO1 (configuration not stated)	x	x	x	-4%	x
23	COC(=O)c1ccc(OCCN2CCCCCC2)cc1	3	-31	0	1%	0
24	COc1ccc(-c2c(C#N)c(SCC(=O)c3cc4ccccc4oc3=O)nc(C)c2C(=O)Nc2ccccc2)cc1	5	15	6	0%	-7

no.	Glioma ERSR ind	Vif-A3G inh	LDHA inh	RXFP1 agonist
17	1%	0%	4	2.0%
18	-5%	-3%	0	x
19	3%	1%	-5	x
20	0%	2%	1	2.6%
21	-2%	0%	-6	-0.3%
22	-5%	-4%	-9	x
23	-2%	0%	-4	-1.5%
24	-2%	-8%	-8	4.5%

In the list so far, seven contain four or more nitrogen atoms.
no.	Molecule	D1 ag	D2 PAM	D1 antagonist	Vif-A3F inh	D1 potentiator
14	CC(=O)c1ccc(NC(=O)CSc2nc(Nc3ccccc3)nc(N3CCOCC3)n2)cc1	2	x	-7	3%	-3
15	COc1ccc(NC(=O)C2(N(C(=O)Cn3nnnc3N)c3ccc(OC)cc3)CCCCC2)cc1	2	3	12	4%	-1
16	Cc1ccc(N=Nc2c(O)c3ccccc3[nH]c2=O)c(S(=O)(=O)N(C)C)c1	5	7	-2	x	-2
19	CN(Cc1ccccc1)C(=O)c1cccc(NC(=O)Cc2cccc(NC(=O)C3CCN(C(=O)C4CC4)CC3)c2)c1	x	x	x	7%	x
20	COc1ccc(OC)c(NC(=O)CCC(=O)Nc2nnc(C(C)C)s2)c1	0	-20	-5	7%	1
21	CC1Cc2ccccc2N1C(=O)CSc1nnc(-c2ccccc2)c(-c2ccccc2)n1 (configuration not stated)	0	7	-3	-6%	5
22	O=C(NCc1cccc(Br)c1)c1cc(-c2ccccc2)nn1CC1CC(c2cccc([N+](=O)[O-])c2)=NO1 (configuration not stated)	x	x	x	-4%	x

no.	Glioma ERSR ind	Vif-A3G inh	LDHA inh	RXFP1 agonist
14	-4%	-5%	-5	5.1%
15	-3%	2%	1	-3.0%
16	x	x	x	0.0%
19	3%	1%	-5	x
20	0%	2%	1	2.6%
21	-2%	0%	-6	-0.3%
22	-5%	-4%	-9	x
